# mIAP block – inhibitors of mouse IAP, primary screen, biochemical, luminescence, uHTS; purified mouse IAP, CDP-Star luminescence, 30 min; inhibition, % at 10 µM; 330,000 compounds, 0.2% hits;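 active = inhibition of at least 40% at 10 µM in the primary screen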;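 note: plate controls were DMSO with enzyme for no effect and no enzyme wells for full effect; values of inactives mirror those of a sister screen read the other way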
# hIAP block – human IAP inhibitors, primary screen, biochemical, luminescence, uHTS. Intestinal-type alkaline phosphatase (Homo sapiens), P09923. purified IAP, CDP-Star luminescence, 30 min. inhibition, % at 10 µM. 330,000 compounds, 0.12% hits. AID 2544, 2010;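 active = inhibition reaching a set limit with compound at 10 µM in the primary screen, cut at about 35% in these data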;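 note: plate controls were DMSO wells with enzyme for no effect and no-enzyme buffer wells for full effect; values of inactives mirror those of a sister screen read the other way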
# APOBEC3A inh – APOBEC3A ssDNA deaminase inhibitors, primary screen, selectivity assay for APOBEC3G inhibitor project, biochemical, FAM/TAMRA oligo cleavage fluorescence; DNA dC->dU-editing enzyme APOBEC-3A (Homo sapiens), P31941; recombinant A3A, FAM/TAMRA ssDNA deamination fluorescence; inhibition, % at 20 µM; 330,000 compounds, 0.41% hits; AID 493011, 2011;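 active = at least 40% inhibition at 20 µM here, with at most 30% in a related deaminase screen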;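 note: plate controls were A3A with DMSO for no effect and wells lacking A3A enzyme for full effect; some results filed as inactive read as strong as hits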
# Target sequence (P31941 whole entry, looked up): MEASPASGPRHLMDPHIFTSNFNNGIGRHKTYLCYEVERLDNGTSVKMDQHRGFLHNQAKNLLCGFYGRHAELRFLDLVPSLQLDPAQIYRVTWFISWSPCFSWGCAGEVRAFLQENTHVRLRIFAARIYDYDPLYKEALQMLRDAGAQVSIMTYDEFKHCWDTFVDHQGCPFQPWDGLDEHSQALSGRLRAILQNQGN
# tim10-1 inh – growth inhibitors of tim10-1 mutant yeast, primary screen, luminescence, uHTS; S. cerevisiae tim10-1 ts strain growth, BacTiter-Glo, 24 h; inhibition, % at 20 µM; 330,000 compounds, 2.2% hits; AID 463190, 2010;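 active = inhibition of at least 40%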;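 note: mutant grown at 25 °C; 0% = DMSO wells with yeast and 100% = wells holding no yeast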
# A3G deaminase – APOBEC3G DNA deaminase inhibitors, primary screen, biochemical, fluorescence, single-stranded DNA substrate, uHTS; inhibition, % at 20 µM; recombinant A3G, ssDNA deamination FAM/TAMRA fluorescence; 330,000 compounds, 0.28% hits; DNA dC->dU-editing enzyme APOBEC-3G (Homo sapiens), Q9HC16; AID 493012, 2011;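 active = inhibition of at least 40% at 20 µM, with no more than 30% in the related APOBEC3A deaminase screen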;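 note: plate controls were DMSO wells with A3G for no effect and wells lacking A3G enzyme for full effect; some compounds called inactive have numbers as strong as hits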
# Target sequence (Q9HC16 whole entry, looked up): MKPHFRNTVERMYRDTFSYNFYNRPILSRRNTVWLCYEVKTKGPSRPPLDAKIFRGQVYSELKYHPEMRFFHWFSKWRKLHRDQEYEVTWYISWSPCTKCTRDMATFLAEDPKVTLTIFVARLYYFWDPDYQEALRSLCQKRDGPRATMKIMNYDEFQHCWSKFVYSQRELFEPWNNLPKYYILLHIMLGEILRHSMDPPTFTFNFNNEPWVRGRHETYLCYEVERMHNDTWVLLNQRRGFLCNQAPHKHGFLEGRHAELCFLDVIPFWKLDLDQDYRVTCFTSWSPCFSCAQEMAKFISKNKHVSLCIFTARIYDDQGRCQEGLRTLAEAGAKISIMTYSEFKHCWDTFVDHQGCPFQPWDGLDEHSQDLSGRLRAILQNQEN
# TIM10 inh – growth inhibitors of isogenic TIM10 control yeast, primary screen, counter-screen for tim10-1 yeast inhibitor project, luminescence, uHTS. S. cerevisiae TIM10 strain growth, BacTiter-Glo luminescence, 24 h. inhibition, % at 10 µM. 330,000 compounds, 1.4% hits;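 active = inhibition of 40% or more at the single tested concentration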;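 note: wild-type TIM10 isogenic control strain grown at permissive 25 °C; 0% = DMSO yeast wells and 100% = minimal medium wells without yeast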
# mIAP activ – activators of mouse IAP, primary screen, biochemical, luminescence, uHTS. intestinal alkaline phosphatase [Mus musculus]. muIAP, CDP-Star luminescence, 30 min; active compounds read high; 1 = vehicle-only enzyme signal, 0 = enzyme-free wells. activation factor at 10 µM. 330,000 compounds, 0.24% hits. AID 2805, 2010;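 active = activation factor of at least 2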; note: the source names both 10 and 20 µM as test concentration; values of inactives mirror those of a sister screen read the other way
#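 System: mouse IAP enzyme. Reagent: CDP-Star chemiluminescent phosphatase substrate. Benchmarks: DMSO wells, no-enzyme wells. Times: 30 min enzyme-substrate-compound incubation at room temperature. Detection: luminescence from enzymatic CDP-Star hydrolysis. Doses: test compounds delivered from DMSO solution.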
# NLRP3 yeast inh – NALP3 inflammasome inhibitors in reconstituted yeast, primary screen, luminescence, uHTS; 330,000 compounds, 0.39% hits; Yeast reconstituted NLRP3/ASC/caspase-1, beta-gal luminescence, 24 h; inhibition, % at 10 µM;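 active = inhibition of 50% or more; inactive = inhibition below 50%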;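 note: plate controls were induced DMSO wells for no effect and uninduced yeast grown without galactose for full effect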
# MIN6 prolif – inducers of MIN6 beta-cell proliferation, primary screen, ATP luminescence, uHTS; MIN6 cells proliferation, ATPlite luminescence, 48 h; cells starved in 0.2% serum; 100% = growth in 10% serum; proliferation, % at 10 µM; 330,000 compounds, 0.29% hits;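 active = compounds whose signal lies at least 3.5 SD above the mean of all wells on their plate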;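 note: 0% = DMSO-treated cells in low-serum medium and 100% = 10% serum control; some compounds called inactive have numbers as strong as hits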
# * hit, by the source's call.
SMILES,mIAP block,hIAP block,APOBEC3A inh,tim10-1 inh,A3G deaminase,TIM10 inh,mIAP activ,NLRP3 yeast inh,MIN6 prolif
C[C@H](NC(=O)OC(C)(C)C)C(=O)N/N=C/C1=Cc2ccccc2OC1,0,2,-3,8,-9,13,1,16,-1
COc1ccc(C(=O)CSc2nnc(Cn3nnc4ccccc43)n2C)cc1,-6,0,-4,9,-7,-18,1.1,1,-4
CC1CC(C)CN(C(=O)C2CCC(CNS(=O)(=O)c3ccccc3)CC2)C1 (stereo not given),0,-7,-3,24,-5,25,0.99,16,-5
COCCNC(=O)C(c1ccc(O)cc1)N(Cc1ccccc1)C(=O)CCC(=O)Nc1nccs1 (stereo not given),5,14,-3,13,-10,-1,0.95,16,2
Cc1cccc(-n2ncc3c2CCCC3NC(=O)CC(F)(F)F)c1C (stereo not given),16,-36,-3,19,-1,5,0.84,17,0
CCOC(=O)c1ccccc1NC(=O)Cn1cnc2c1c(=O)n(C)c(=O)n2C,7,3,-3,-2,-6,2,0.93,14,0
O=C(Cn1cnc2c(nnn2Cc2ccc(F)cc2)c1=O)N1CCN(c2ccccc2)CC1,1,11,-2,-4,-4,-15,0.99,20,-1
NC1=NS(=O)(=O)NC1c1ccc(Br)cc1 (stereo not given),-5,0,-2,-5,-6,-2,1,-1,-2
C[C@@H]1CCC(=O)N(CC[C@H](Sc2ccc(Br)cc2)c2ccccc2)CC1,-8,5,-4,13,-11,15,1.1,9,-7
Cc1cccc(NC(=O)CN2CCN(CC(=O)NCC3(N4CCCCC4)CCCCC3)CC2)c1C,-9,-2,6,-27,-5,-26,1.1,-5,-2
COc1ccccc1NS(=O)(=O)NC(=O)c1cn(C)c2ccccc12,-7,7,-3,-1,-5,6,1.1,14,-1
Cc1cc(N2CCCC2)ccc1NC(=O)CN1C(=O)NC2(CCCCC2)C1=O,2,-2,24,-13,-6,-14,0.98,13,-4
CCN=C1SC(C(=O)Nc2cccc(C(=O)O)c2)CC(=O)N1CC (stereo not given),-4,1,-2,5,-4,-19,1,-3,0
CCN(CC)S(=O)(=O)c1cc(NC(=O)C2CC(=O)N(Cc3ccccc3)C2)ccc1Cl (stereo not given),-5,16,0,8,-7,5,1.1,13,-1
Cc1ccc(-c2ccc(S(=O)(=O)N3CC(C)OC(C)C3)cc2)cc1 (stereo not given),-2,0,1,-8,0,1,1,-4,-4
CC(=O)N1CCCc2cc(S(=O)(=O)N3CCN(c4ccccn4)CC3)ccc21,-1,0,-2,23,-6,28,1,11,-2
COc1ccc(CNC(=O)CN2CCN(c3ccccc3)CC2)cc1,-10,6,1,18,4,-2,1.1,3,-4
Cc1sc(CO)c(Sc2ccccc2)c1C(=O)O,5,4,1,14,-3,0,0.95,-4,1
CC(C)c1ccc2nc(N)sc2c1,-2,-19,-1,13,-11,20,1,-11,-4
Cc1ccc(-c2nnc(N3CCN(C(=O)Cn4c(=O)n(C)c5ccccc54)CC3)c3ccccc23)cc1,4,26,-3,2,-7,1,0.96,-1,-4

# The list goes on (two carried over from the part before).
SMILES,mIAP block,hIAP block,APOBEC3A inh,tim10-1 inh,A3G deaminase,TIM10 inh,mIAP activ,NLRP3 yeast inh,MIN6 prolif
CC(C)c1ccc2nc(N)sc2c1,-2,-19,-1,13,-11,20,1,-11,-4
Cc1ccc(-c2nnc(N3CCN(C(=O)Cn4c(=O)n(C)c5ccccc54)CC3)c3ccccc23)cc1,4,26,-3,2,-7,1,0.96,-1,-4
O=C1NCC(CN(c2ccccc2)c2ccccc2)O1 (stereo not given),5,11,-1,13,-4,20,0.95,9,0
COc1ccc(N/N=C(/Oc2ccc([N+](=O)[O-])cc2)C(C)=O)cc1,24,-2,-5,9,-4,15,0.76,9,-1
Cc1cc(C)c(C#N)c(N2CCC(C(N)=O)CC2)n1,12,2,-1,17,-11,4,0.88,9,-2
CCCNC(=O)Cc1ncn[nH]1,9,-13,3,9,-2,4,0.91,1,-3
O=C(COC(=O)c1ccc(NC(=O)C2CC=CCC2C(=O)O)cc1)c1ccccc1 (stereo not given),-6,-10,4,16,-2,-5,1.1,3,-3
CC(=O)c1cccc(S(=O)(=O)Nc2ccc(N3CCOCC3)cc2)c1,1,-15,1,-23,-5,7,0.99,1,-5
COc1ccc(N2C(=O)CC(n3cnc4ccccc43)C2=O)cc1 (stereo not given),2,12,-3,-1,-6,4,0.98,8,-1
Cc1ccc(OCC(=O)O/N=C(\N)c2ccncc2)cc1C,2,-6,-5,20,-7,-6,0.98,37,-3
C=CCS(=O)(=O)N1CCCC(N(C)CCc2ccc(OC)c(OC)c2)C1 (stereo not given),-4,-40,5,3,2,4,1,15,-1
O=C(Nc1ccc2c(c1)CCC2)c1cccc(S(=O)(=O)N2CCN(c3ccc(F)cc3)CC2)c1,10,-4,-3,21,-6,14,0.91,11,-3
N#Cc1cc(-c2ccccc2)nc(Oc2ccc(Cl)cc2)n1,3,19,0,3,-5,12,0.97,26,-3
COC(=O)c1cn(CCOc2ccccc2OC)c2ccccc12,0,-6,-4,12,-7,-6,1,31,0
Cc1ccc(NC(=O)C2CCCN2C(=O)OC(C)(C)C)cc1C (stereo not given),1,-3,4,-5,2,-1,0.99,11,-1
CNc1ccc([N+](=O)[O-])cc1,11,21,-5,-15,-10,3,0.89,5,-1
O=S1(=O)N=C(Nc2ccc(O)cc2)c2ccccc21,4,-7,-3,-5,-13,3,0.96,11,0
Cc1ccc(S(=O)(=O)N[C@H](C(=O)OCC(=O)N2N=C(c3ccc(Cl)cc3)CC2c2ccco2)C(C)C)cc1 (stereo not given in full),15,5,-2,18,-5,28,0.85,-6,-3
Cc1ccc(Oc2c(C=O)c3ccccc3n2C)cc1,-3,-6,-20,20,-5,-7,1,20,6
CC1CCCC(NC(=O)COC(=O)CCC(=O)c2cccs2)C1C (stereo not given),-7,2,0,1,0,7,1.1,22,-1
Cc1ccccc1NC(=S)Nc1ccc(Br)cc1,-10,-23,-1,30,1,31,1.1,8,-4
COc1ccc(-n2nc3c(c2NC(=O)Cc2cccc(C)c2)CS(=O)C3)cc1 (stereo not given),4,-2,5,-1,-2,7,0.96,2,4
CCOc1ccc(C(C)=O)cc1CSc1nnc(-c2ccncc2)n1CCOC,5,8,49,23,74,-2,0.95,2,5
Cc1n[nH]c(C)c1N=Nc1ccc(Br)cc1,-6,-39,-4,-36,-10,28,1.1,2,-1
CN(C)c1nnnn1-c1ccc(Cl)cc1,1,-13,-2,7,-5,6,0.99,8,-1
COc1cc(C=C2C(=O)c3ccccc3C2=O)cc(OC)c1,4,-4,0,12,-1,6,0.96,28,0
CSCCC(NS(=O)(=O)c1ccc2c(c1)OCCO2)C(=O)N(C)Cc1ccccc1F (stereo not given),5,10,0,12,-3,9,0.95,1,3
Cc1ccc(Nc2ccccc2)nn1,-9,-10,-2,-31,-6,-19,1.1,-3,0
CC(O)[C@H]1CN=C(N)N1CCc1cc(C(F)(F)F)cc(C(F)(F)F)c1 (stereo not given in full),-3,5,-1,-12,-9,-5,1,20,-1
CCOc1ccc(S(=O)(=O)N(C)CC(=O)NCc2ccccn2)cc1Cl,1,16,-2,5,-8,-10,0.99,8,-2
Cc1cc(Cl)ccc1NS(=O)(=O)c1c(C)[nH]c(=O)[nH]c1=O,9,8,-1,3,-6,8,0.91,-3,2
CCC(C)NC(=O)CCS(=O)(=O)c1ccc2c(c1)n(C)c(=O)c(=O)n2C (stereo not given),-12,-7,1,-22,-5,-3,1.1,14,-3
CC(=O)c1cccc(NC(=O)CSc2nc(N3CCCCC3)nc(N3CCCCC3)n2)c1,0,8,-4,14,-3,-16,1,11,-3
C=C(C)CNC(=O)c1ccc2nc(Cc3ccc(OC)cc3)oc2c1,-5,0,0,3,-3,-18,1,25,-2
COc1ccc(-c2cc(C)no2)cc1S(=O)(=O)N1CCCCC1,2,0,-4,22,-3,-2,0.98,16,6
O=S(=O)(c1cccc(C(F)(F)F)c1)N1CCC(CO)(CCCc2ccccc2)CC1,-3,4,-5,30,-9,4,1,2,-3
CC(=O)C1=C(NC(=O)c2ccccc2F)C[C@@H]2[C@H]1C2(C)C,1,14,-2,2,-6,-22,0.99,24,-2
COc1ccc(CNC(=O)Cn2nc(-c3ccc4c(c3)OCCO4)ccc2=O)cc1,-5,0,-3,24,-1,-7,1.1,-18,0
CC1CC1C(=O)OCC(=O)Nc1ccc(S(=O)(=O)N2CCOCC2)cc1 (stereo not given),0,11,2,0,0,10,1,11,3
Cc1cc(=O)[nH]c(-c2cccnc2)n1,2,10,-3,-1,-6,5,0.98,11,-2
Brc1cccc(/C=N/Nc2nc(N3CCCCC3)nc(N3CCCCC3)n2)c1,-2,-10,-4,9,-5,12,1,2,-3
CCOC(=O)/C=c1\s/c(=C\c2ccc(C(F)(F)F)cc2)c(=O)n1CC(=O)NCc1ccco1,9,-10,-1,27,-5,26,0.91,-4,-6
CC1CCCN(Cc2c(O)ccc3c4c(c(=O)oc23)CCCC4)C1 (stereo not given),0,-10,-2,-1,-7,7,1,-1,-1
COC(=O)C1=C(SC)N(c2ccccc2)C(c2ccccc2)CC1=O (stereo not given),3,-2,0,25,-6,9,0.97,13,0
O=C1N(Cc2ccccc2)c2ccccc2C12OCCO2,-1,10,0,12,-2,-2,1,47,-1
O=C(NCCO)C(=O)Nc1cc2c3c(c1)CC(=O)N3CCC2,-4,0,7,-3,14,12,1,17,-3
Cc1cc(C)n(CC(=O)N2CCCC(N3CCN(c4ccccc4C)CC3)C2)n1 (stereo not given),-5,-7,-3,1,-8,3,1,7,1
N#CCOc1ccc2oc(-c3ccco3)cc(=O)c2c1,-1,16,6,9,-2,-7,1,33,-2
Cc1ccc(/C(O)=C2/C(=O)C(=O)OC2c2ccc(Cl)cc2)cc1 (stereo not given),2,8,-1,-3,-4,-1,0.98,-5,-3
O=C(CSc1ccccc1)NNC(=O)c1ccncc1,3,-7,-3,-16,-9,-9,0.97,-1,-3
CCOc1ccc(OCCOC(=O)CN(C)S(=O)(=O)c2ccc(NC(C)=O)cc2)cc1,7,3,0,12,-8,-5,0.93,6,-7
O=C1C(Cl)=C(Nc2ccc(F)cc2)C(=O)N1CCc1ccccc1,14,28,1,18,-2,8,0.86,23,1
Cc1ccc(-c2cnn(-c3cccc([N+](=O)[O-])c3)c2N)cc1,2,11,-2,12,-2,-7,0.98,47,-2
O=C(/C=C\N1CCOCC1)c1ccc(Br)cc1,2,-6,-2,7,-9,-3,0.98,16,-1
COc1ccc(OC)c(N(CC(=O)N2CCN(Cc3ccccc3)CC2)S(C)(=O)=O)c1,-7,-16,-1,2,5,7,1.1,11,-1

# Screens deposited in PubChem BioAssay by Sanford-Burnham Center for Chemical Genomics.
